From PubChem BioAssay
T cell HTS: T cell immune modulation candidate | calls only at 7 µM | AID 2052 | 2C CD8+ T cell-vesicle binding, flow cytometry; hits give low values | actives 0.068% (n = 330,000);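 active means response, share of CD8 T cells binding vesicles, and their 90th percentile fluorescence all below set limits, cut at about 80% in these data, passing the limit was not always enough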
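Assay system: 2C TCR transgenic mouse naive CD8+ T cells, MACS-purified | Read-out: CD8+ gate FL2 mean fluorescence as % of same-row positive control | Signal: High-throughput flow cytometry with anti-B7-1 and anti-CD8 staining | Timing: Binding step 1.5 h, 37 °C, antibody labelling 20 min, ice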
Myeloid diff MLP: myeloid differentiation induction; ER-HoxA9 myeloid progenitors, lysozyme-GFP differentiation, flow cytometry; calls only at 10 µM; actives 1% (n = 360,000); AID 624256;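 active means normalized GFP-positive differentiation at or above the plate's own cutoff, the solvent-only control mean plus 3 SD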;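 further: cells exposed to compound for four days before flow analysis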
NTR1 ag: agonists of NTR1, primary screen, imaging, U2OS cells, beta-arrestin-GFP, high content (AID 493036); P30989; NTR1-U2OS beta-arrestin-GFP spot imaging, agonist mode; actives 0.17% (n = 330,000); activation, % at 20 µM;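 active means activation at or above 40% of the spot to cytoplasm intensity ratio, with at least 20 cells analyzed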;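 further: 0% = DMSO without peptide and 100% = 100 nM NTR1 peptide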
Target sequence (P30989 whole entry, looked up): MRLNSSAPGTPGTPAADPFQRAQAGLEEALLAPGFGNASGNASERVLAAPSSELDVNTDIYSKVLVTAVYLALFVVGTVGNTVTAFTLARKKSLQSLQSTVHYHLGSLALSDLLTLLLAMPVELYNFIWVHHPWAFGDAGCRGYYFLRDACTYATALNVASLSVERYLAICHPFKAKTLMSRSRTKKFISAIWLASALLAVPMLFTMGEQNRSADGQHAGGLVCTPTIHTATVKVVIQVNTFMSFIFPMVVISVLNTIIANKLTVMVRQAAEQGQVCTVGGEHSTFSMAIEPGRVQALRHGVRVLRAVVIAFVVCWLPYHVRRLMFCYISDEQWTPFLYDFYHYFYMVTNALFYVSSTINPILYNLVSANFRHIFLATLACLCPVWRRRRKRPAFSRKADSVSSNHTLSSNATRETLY
T cell HTS vesicle-bound %: also measured in T cell HTS; calls as there; double positive events, %; measured here: CD8+ vesicle-bound cell fraction;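 binding gate set so that unloaded-vesicle control wells show 10% double positive cells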
NTR1 ag cell count 20 µM: also measured in NTR1 ag; calls as there; cell count; measured here: cell count, cytotoxicity flag
Myeloid diff MLP GFP+ MAC1+ %: recorded beside Myeloid diff MLP, whose call it bears; GFP+ MAC1+ double positive, %; measured here: differentiation confirmed by MAC1 staining
The depositor's hits bear a star; i = inactive; & = joins results of further samples. These rows are one share of the data; the hit share may differ from the screen's.

smiles	T cell HTS	T cell HTS vesicle-bound %	Myeloid diff MLP	Myeloid diff MLP GFP+ MAC1+ %	NTR1 ag	NTR1 ag cell count 20 µM
O=C(O)/C(=C\c1ccc(Cl)c([N+](=O)[O-])c1)c1ccc(S(=O)(=O)N2CCCC2)s1	i	27	i	0.4	2.2	60
Cc1cc(C)c(OCC(=O)OCC(=O)NNC(=O)c2ccccc2F)c(C)c1	i	46	i	0.9	-0.9	45
COc1ccc(CCC(=O)N2CCN(S(=O)(=O)c3cccc(Cl)c3)CC2)cc1	i	10	i	0.5	-0.6	47
CSCCC(NC(=O)COc1ccccc1)C(=O)N1CCCC(C(F)(F)F)C1 (stereo not drawn)	i	56	i	0.3	-0.4	64
COc1ccc(O)c(C(=O)c2cnn(C(=O)c3ccc(C)cc3)c2)c1	i	34	i	0.1	2.6	72
O=C(COc1ccccc1F)NCC(c1ccc(F)cc1)N1CCOCC1 (stereo not drawn)	i	23	i	0.4	-1.1	58
COc1ccc(NC(=O)CSc2ncccn2)cc1S(=O)(=O)N1CCCCC1	i	8	i	0.6	-3.2	42
COc1ccc2oc(C(=O)OCC(=O)N3CC(C)CC(C)C3)c(C)c2c1 (stereo not drawn)	i	52	i	0.4	-0.3	60
CCOC(=O)N1CCN(C(=O)c2cccc(S(=O)(=O)Nc3ccc(Br)cc3)c2)CC1	i	6	i	1.0	-0.2	50
COC(=O)C1N[C@@H]([C@@H](NC(=O)COc2ccccc2)C(=O)Nc2ccc(OC)cc2)SC1(C)C (stereo partly drawn)	i	24	i	1.8	-5.4	97
CC(C)Oc1ccc(Cl)cc1Nc1nc(NCCO)nc(N2CCCC2)n1	i	22	i	1.0	22	88
O=C(COC(=O)/C=C/c1ccco1)Nc1cc(S(=O)(=O)N2CCOCC2)ccc1Cl	i	50	i	0.6	-0.1	70
N#Cc1cccc(NC(=O)CSc2nnc(C3CC3)n2C2CC2)c1	i	34	i	0.6	-2.5	67
COc1ccc(S(=O)(=O)Nc2cc(C)on2)cc1NC(C)=O	i	42	i	0.7	-1.4	71
CCNc1ccc(C(=O)OCC(=O)Nc2cc(C)on2)cc1[N+](=O)[O-]	i	22	i	0.7	-0.4	41
N#Cc1ccc(OCC(=O)N2CCN(S(=O)(=O)c3cccc(Cl)c3)CC2)cc1	i	21	i	1.0	0.1	50
Cc1ccc(S(=O)(=O)N2[C@@H](c3ccc(C#N)cc3)C(C(=O)O)=C[C@H]2CC2CCCC2)cc1	i	15	i	1.1	1.6	62
Cc1nc(-c2ccc(Cl)cc2)sc1C1(C)CC(c2ccncc2)=NO1 (stereo not drawn)	i	52	i	1.0	0.8	74
COc1cccc(CN(C)C(=O)c2ccc3c(=O)n4c(nc3c2)CCC4)c1	i	17	i	1.1	-0.3	60
COc1ccc(Cl)cc1NC(=O)CSc1nc(=O)n(CCN(C)C)c2c1CCCC2	i	56	i	0.3	1.4	42
COc1ccc(Cl)cc1NC(=O)CN(C)C(=O)Cn1c(=O)oc2ccccc21	i	34	i	1.4	-0.6	64
COc1cc(N)c(Cl)cc1C(=O)OCC(=O)NCC1CCCO1 (stereo not drawn)	i	47	i	0.1	-1.7	62
Cc1ccc(N(CCC#N)C(=O)COC(=O)c2nc3nc(C)cc(C)n3n2)cc1	i	34	i	1.1	-0.3	55
CC(C)[C@H](N)C(=O)OCCOCn1cnc2c(=O)[nH]c(N)nc21	i	44&12	i	2.3&1.4	-1.7&0.1	48&75
CCOc1ccc(NS(=O)(=O)c2ccc(C(=O)N3CCCCCC3)cc2)cc1	i	7	i	0.8	1.4	72
COc1ccc(C(=O)N2CCN(c3ccc(C(C)=O)cc3F)CC2)cc1S(=O)(=O)NC1CC1	i	40	i	0.6	-2.0	62
O=C(/C=C/c1ccco1)N1CCN(S(=O)(=O)c2ccccc2)CC1	i	38	i	0.8	-1.0	43
Cc1nn(C)c(C)c1NC(=O)COc1ccc(F)cc1Br	i	58	i	0.8	4.6	50
COc1ccc(C(=O)Nc2ccncc2)cc1S(=O)(=O)N1CCOCC1	i	39	i	0.2	2.0	44
O=C(C[C@H]1C/C=C\CC[C@@H](Cc2ccc(F)cc2)C(=O)OCCNC1=O)NCCO	i	14	i	1.7	-2.0	51
O=C(c1ccc(Cl)cc1)N1CCC(=O)N(C(CO)Cc2ccccc2)CC1 (stereo not drawn)	i	61	i	2.4	-2.7	57
Cc1cccc(N=C2SC(C)CN2C(=O)CN2C(=O)NC3(CCCC3)C2=O)c1 (stereo not drawn)	i	15	i	0.3	1.0	65
COc1cc2ccccc2cc1C(=O)NC1CCCCC1	i	40	i	0.6	4.1	57
CCN1CCN(c2ccc(Nc3ccnc4ccccc34)cc2)CC1	i	45	i	0.6	0.4	71
Cc1ccc(NC(=O)c2ccc(Cl)nc2)cc1S(=O)(=O)N1CCOCC1	i	54	i	0.7	0.3	53
Cc1ccc(C(=O)NCC(=O)Nc2ccc(S(=O)(=O)Nc3cc(C)nc(C)n3)cc2)cc1	i	4	i	0.9	-0.8	58

Another view of part of the listing above:
CCN1CCN(c2ccc(Nc3ccnc4ccccc34)cc2)CC1
- T cell HTS: i
- T cell HTS vesicle-bound %: 45
- Myeloid diff MLP: i
- Myeloid diff MLP GFP+ MAC1+ %: 0.6
- NTR1 ag: 0.4
- NTR1 ag cell count 20 µM: 71
Cc1ccc(NC(=O)c2ccc(Cl)nc2)cc1S(=O)(=O)N1CCOCC1
- T cell HTS: i
- T cell HTS vesicle-bound %: 54
- Myeloid diff MLP: i
- Myeloid diff MLP GFP+ MAC1+ %: 0.7
- NTR1 ag: 0.3
- NTR1 ag cell count 20 µM: 53
Cc1ccc(C(=O)NCC(=O)Nc2ccc(S(=O)(=O)Nc3cc(C)nc(C)n3)cc2)cc1
- T cell HTS: i
- T cell HTS vesicle-bound %: 4
- Myeloid diff MLP: i
- Myeloid diff MLP GFP+ MAC1+ %: 0.9
- NTR1 ag: -0.8
- NTR1 ag cell count 20 µM: 58

4 compounds from above, limited to Myeloid diff MLP and T cell HTS:
| Compound | Myeloid diff MLP | T cell HTS |
| --- | --- | --- |
| Cc1cccc(N=C2SC(C)CN2C(=O)CN2C(=O)NC3(CCCC3)C2=O)c1 (stereo not drawn) | i | i |
| COc1cc2ccccc2cc1C(=O)NC1CCCCC1 | i | i |
| CCN1CCN(c2ccc(Nc3ccnc4ccccc34)cc2)CC1 | i | i |
| Cc1ccc(NC(=O)c2ccc(Cl)nc2)cc1S(=O)(=O)N1CCOCC1 | i | i |

Continuation.
smiles	T cell HTS	T cell HTS vesicle-bound %	Myeloid diff MLP	Myeloid diff MLP GFP+ MAC1+ %	NTR1 ag	NTR1 ag cell count 20 µM
c1ccc2c(c1)ccc1ccccc12	i	21	i	2.1	-0.7	53
COc1ccc(OCC(=O)NCC(c2cccs2)N2CCOCC2)cc1 (stereo not drawn)	i	28	i	1.6	-1.3	52
CCOC(=O)[C@@H]1[C@H]2COc3cc(OC)ccc3[C@H]2N2C(=O)N(c3ccc(C(F)(F)F)cc3)C(=O)[C@]12C	i	11	i	2.4	6.6	68
CC(=O)NS(=O)(=O)c1ccc(NC(=O)COc2cccc3c2OC(C)(C)C3)cc1	i	41	i	0.7	-1.6	62
CC(Oc1ccccc1F)C(=O)NNC(=O)C1CC(=O)N(c2ccc3c(c2)OCCO3)C1 (stereo not drawn)	i	43	i	0.8	0.1	67
CC(C)(C)OC(=O)C[C@@H]1C/C=C\C[C@@H](CC(=O)N[C@@H](CO)Cc2ccccc2)C(=O)N2CCC[C@H]2COC1=O	i	29	i	1.4	-0.8	63
O=C(NC1CC(=O)N(c2ccccc2)C1)C(=O)c1c[nH]c2ccccc12 (stereo not drawn)	i	46	i	0.3	-1.6	77
CCOCCCNC(=O)C1CCN(S(=O)(=O)c2c(C)noc2/C=C\c2ccc(OC)cc2)CC1	i	17	i	2.7	-0.8	83
O=C(O)c1ccc2cc(-c3ccccc3)[nH]c2c1	i	58	i	1.3	-1.6	49
O=C(CNC(=O)c1n[nH]c2ccccc12)Nc1cc(Cl)ccc1Cl	i	36	i	1.1	-0.4	43
O=C(COC(=O)c1cc(S(=O)(=O)N2CCOCC2)ccc1F)NC1CC1	i	41	i	0.1	-0.6	51
O=C(NCCS(=O)(=O)N1CCN(c2cccc(Cl)c2)CC1)c1ccco1	i	60	i	0.7	0.2	52
Cc1ccc(C(=O)Nc2ncccc2C)cc1S(=O)(=O)N1CCOCC1	i	43	i	0.8	-1.9	69
O=C(COC(=O)c1cnccn1)Nc1ncc(Cl)cc1Cl	i	32	i	0.8	-0.5	68
COC(=O)[C@@]12CCCCN1[C@H](c1ccc(SC3CCCCC3)cc1)[C@@H]1C(=O)N(C)C(=O)[C@@H]12	i	16	i	2.9	7.1	102
COc1ccc(CNC(=O)COC(=O)CCS(=O)(=O)c2ccc(C)cc2)cc1OC	i	57	i	0.7	-1.2	52
CCCCn1c(N)c(N(CCOC)C(=O)c2ccc3c(c2)C(=O)N(c2ccccc2Cl)C3=O)c(=O)[nH]c1=O	i	55	i	0.6	-2.4	60
CC(C)[C@@H]1CN=C(N)N1C[C@@H]1CCCN1C[C@H](C)N1C[C@@H](Cc2ccccc2)N(CCc2ccc(Cl)c(Cl)c2)C1=N	i	7	i	2.0	0.7	60
CC(NC(=O)c1ccc(NC(=O)CC2SC(N3CCCC3)=NC2=O)cc1)c1ccc(F)cc1 (stereo not drawn)	i	25	i	0.2	0.1	85
COCCN(C(=O)COC(=O)CCSc1ccc(F)cc1)c1c(N)n(Cc2ccccc2)c(=O)[nH]c1=O	i	54	i	0.8	0.3	59
CCCOC(=O)c1cc(-c2ccc(/C=C3/C(=O)N(C)C(=O)C(C#N)=C3C)o2)ccc1Cl	i	15	i	1.6	1.0	55
COc1ccccc1NC(=O)C(C)OC(=O)CCCOc1ccccc1 (stereo not drawn)	i	58	i	1.0	-0.6	60
Cc1ccccc1C(=O)NC1CC(C)(C)NC(C)(C)C1	i	12	i	1.0	0.9	40
COCCN(C(=O)COC(=O)c1ccc2c(c1)OCCO2)c1c(N)n(Cc2ccccc2)c(=O)[nH]c1=O	i	32	i	1.6	-0.6	79
Cc1cccc(-n2nnnc2SCn2nnc3ccccc3c2=O)c1	i	52	i	2.4	2.7	94
CCCCCCCCN1[C@@H](CC(C)=O)c2cc(C(F)(F)F)ccc2S1(=O)=O	i	32	i	1.4	-1.3	101
Cc1cc(Cl)ccc1OCCCC(=O)NNC(=O)c1ccccc1O	i	27	i	0.8	1.2	43
O=C(CNC(=O)c1ccc(Br)o1)Nc1ccncc1	i	6	i	1.0	-0.1	64
O=S(=O)(c1c(F)cccc1F)N1CCCC2CCCCC21 (stereo not drawn)	i	40	i	0.7	0.0	75
O=C1CCN(Cc2ccccc2)C=C1c1ccc(Br)cc1	i	13	i	1.3	-0.6	56
Cc1noc(C)c1NC(=O)Nc1ccc2c(c1)C(=O)N([C@H](C)CO)C[C@H](C)[C@@H](CN(C)S(=O)(=O)c1cccs1)O2	i	9	i	2.5	2.8	59
COc1cc(/C=C/C(=O)OCC(=O)NCCN2C(=O)CSC2=O)ccc1OCC#N	i	30	i	0.1	1.3	45
Cc1ccc(-c2nnc(SCC(=O)Nc3cccnc3Cl)n2N)cc1	i	50	i	0.4	-1.3	50
CC(C)c1ccc(S(=O)(=O)N2CCN(C(C)C(=O)N3CCCC3)CC2)cc1 (stereo not drawn)	i	35	i	0.7	1.1	52
CC(=O)c1ccccc1NC(=O)COC(=O)/C=C/c1cccs1	i	36	i	0.4	5.9	56
CCCOc1ccc(C(=O)NNC(=O)CCNC(=O)c2ccccc2Cl)cc1OC	i	43	i	0.7	0.3	56
CN1CCN(c2ccc(S(=O)(=O)N3CCCCC3)cc2N)CC1	i	38	i	0.8	-1.2	43
CCCCC(=O)OCc1c(-c2ccccc2)ncc2ccccc12	i	20	i	1.9	1.0	65
